From PubChem
NPC1 prom act: qHTS Assay for NPC1 Promoter Activators; Huh7 NPC1 promoter luciferase reporter, 24 h; AID 485313, 2010; 320,000 tested, 2.4% active; Potency, µM (highest dose often 9.22 µM), for inactives: top-dose activation, actives largely listed as activators;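 note: potency is the fitted concentration of half-maximal effect; % of control where 0% means no effect; nearly all actives have a fitted effect of over 60% in size; reporter is driven by a mutant NPC1 promoter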
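Stably transfected Huh7 (NPC1 promoter→luciferase), 1500 cells/well in Opti-MEM + 10% FBS, 2 h settle, then compound 24 h at 37 °C. Luminescence after 10 min with Amplite reagent.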
PKM2 act: qHTS Assay for Activators of Human Muscle isoform 2 Pyruvate Kinase | 260,000 tested, 0.34% active | Potency, µM (series often up to 57.5 µM), for inactives: at the highest dose activation, hits mostly activators | AID 1631, 2009 | Pyruvate kinase PKM (Homo sapiens), P14618 | purified PKM2, Kinase-Glo ATP luminescence, activation; response scale: 0% is enzyme alone, no compound; note: potency is the fitted concentration of half-maximal effect; % is set by controls: 0 for no effect and ±100 for the full control effect; nearly all actives have a fitted effect of over 55% in size
Target sequence (P14618 whole entry, looked up, canonical isoform): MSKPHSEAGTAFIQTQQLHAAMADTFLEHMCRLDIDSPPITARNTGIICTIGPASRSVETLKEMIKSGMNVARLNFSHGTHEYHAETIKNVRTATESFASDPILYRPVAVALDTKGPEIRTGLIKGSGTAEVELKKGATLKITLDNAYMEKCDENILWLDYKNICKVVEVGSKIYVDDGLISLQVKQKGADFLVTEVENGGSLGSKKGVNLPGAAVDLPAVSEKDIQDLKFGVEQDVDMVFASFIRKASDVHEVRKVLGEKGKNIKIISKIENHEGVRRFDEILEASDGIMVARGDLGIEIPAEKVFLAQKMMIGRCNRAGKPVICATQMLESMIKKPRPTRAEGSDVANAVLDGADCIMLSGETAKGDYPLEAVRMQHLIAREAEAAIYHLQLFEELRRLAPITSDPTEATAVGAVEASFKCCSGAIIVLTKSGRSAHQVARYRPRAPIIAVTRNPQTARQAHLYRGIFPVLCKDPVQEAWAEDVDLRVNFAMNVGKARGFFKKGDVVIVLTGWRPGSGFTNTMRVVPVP
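Purified hPK-M2 (>95%) run at intermediate activity with 0.1 mM ADP and 0.5 mM PEP in 50 mM imidazole pH 7.2, KCl, MgCl2; 1 h room temperature. ATP formed read by Kinase-Glo luminescence; normalized to uninhibited and no-enzyme controls.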
FLuc counter: qHTS profiling assay for firefly luciferase inhibitor/activator using purifed enzyme and Km concentrations of substrates (counterscreen for miR-21 project); Luciferin 4-monooxygenase (Photinus pyralis), P08659; purified FLuc, Km substrates, luminescence inhibition; Potency, µM (highest dose often 57.5 µM), without a hit: at the highest dose activity change, negative = inhibition, actives largely listed as inhibitors; 360,000 tested, 6.9% active; AID 588342, 2011;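 note: potency is the fitted concentration of half-maximal effect; plate controls were vehicle for no effect and reference inhibitor for full effect; nearly all actives have a fitted effect of over 55% in size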
Target sequence (P08659 whole entry, looked up): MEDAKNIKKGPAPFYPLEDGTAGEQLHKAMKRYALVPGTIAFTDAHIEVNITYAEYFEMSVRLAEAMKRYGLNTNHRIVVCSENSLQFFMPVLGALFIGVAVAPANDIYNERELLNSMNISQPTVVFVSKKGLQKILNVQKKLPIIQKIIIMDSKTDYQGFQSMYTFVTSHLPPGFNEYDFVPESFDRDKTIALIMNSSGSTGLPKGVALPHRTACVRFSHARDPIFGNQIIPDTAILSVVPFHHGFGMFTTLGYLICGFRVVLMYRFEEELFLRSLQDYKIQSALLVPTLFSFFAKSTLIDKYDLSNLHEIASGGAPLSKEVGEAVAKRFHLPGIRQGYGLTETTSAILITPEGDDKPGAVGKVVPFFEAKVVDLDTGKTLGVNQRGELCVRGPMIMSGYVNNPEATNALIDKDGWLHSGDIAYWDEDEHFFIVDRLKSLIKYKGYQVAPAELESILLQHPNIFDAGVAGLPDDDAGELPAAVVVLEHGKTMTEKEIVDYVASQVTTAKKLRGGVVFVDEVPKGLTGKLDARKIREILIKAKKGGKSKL
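Biochemical qHTS of compounds, final roughly 60 µM downward over six points, against 10 nM purified firefly luciferase using Km concentrations of substrates (10 uM D-luciferin, 10 uM ATP) in Tris acetate pH 7.5 buffer; luminescence output.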
VP16 counter: VP16 counterscreen qHTS for inhibitors of ROR gamma transcriptional activity; Drosophila S2 Gal4-VP16 UAS-luciferase, luminescence, 20 h; Potency, µM (highest dose often 53.6 µM), without a hit: at the top dose activity, negative = inhibition, actives largely listed as inhibitors; 310,000 tested, 3.5% active; AID 2546, 2010;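 note: Gal4-VP16 expression switched on by copper sulfate through the metallothionein promoter; potency is the fitted concentration of half-maximal effect; % is set by controls: 0 for no effect and ±100 for the full control effect; nearly all actives have a fitted effect of over 50% in size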
RORgamma inh: qHTS for inhibitors of ROR gamma transcriptional activity | 310,000 tested, 5.4% active | Nuclear receptor ROR-gamma (Mus musculus), P51450 | Potency, µM (highest dose often 53.6 µM), for inactives: at the top dose activity change, negative = inhibition, usual class: inhibitors | Drosophila S2 Gal4-RORgamma UAS-luciferase reporter, 20 h; note: potency is the fitted concentration of half-maximal effect; % is set by controls: 0 for no effect and ±100 for the full control effect; nearly all actives have a fitted effect of over 60% in size
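Luciferase reporter read in Schneider cells carrying Gal4-RORγ (mouse) and UAS-Photinus luciferase; cells given compound 1 h before 700 uM copper sulfate induction, then incubated 20 h at ambient temperature.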
Giardia kill: Small Molecules that selectively kill Giardia lamblia: qHTS; Giardia lamblia trophozoite viability; activity change, % at 7.66 µM, hits read low; 340,000 tested, 0.15% active; in the data active = activity change below about -80%; inconclusive = between about -30% and that limit;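 note: parasites exposed to compound for two days anaerobically before the ATP read; % is set by controls: 0 for no effect and ±100 for the full control effect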
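Killing of trophozoites was scored by loss of ATP luminescence after a 48 hrs anaerobic exposure to compounds at 37 deg C, using 100 cells per well.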
BRCA1 expr up: qHTS Assay to Identify Small Molecule Activators of BRCA1 Expression; MCF7-BRCA1-FFLuc reporter, luminescence, 48 h; response scale: scaled: vehicle 0%, 10 µM genistein 100%; Potency, µM (titrated, usually from 46.1 µM), without a hit: at the top dose activation, usual class: activators; 380,000 tested, 1.1% active; note: potency is the fitted concentration of half-maximal effect; nearly all actives have a fitted effect of over 80% in size; some results filed as inactive show a strong effect at the top dose
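Cells: MCF7-BRCA1-FFLuc, 2000/well. Exposure: 48 h, 37 °C, 5% CO2. Read: luminescence, 15 min post-substrate. Controls: genistein 10 microM (maximal activation), DMSO (neutral).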
Rab9 promoter act: qHTS Assay for Rab9 Promoter Activators | Huh7 Rab9 promoter-luciferase reporter, luminescence, 24 h | 320,000 tested, 2.8% active | Potency, µM (highest dose often 9.22 µM), inactives show at the top dose activation, negative = inhibition, most hits filed as activators; note: potency is the fitted concentration of half-maximal effect; % of control where 0% means no effect; nearly all actives have a fitted effect of over 60% in size
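Cells were plated at 1500 per well in reduced-serum medium with 10% FBS and left 2 h. Compound in DMSO was then added for 24 h at 37 °C. Reporter signal was read by luminescence after 10 min with luciferase detection reagent.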
Menin MLL FP TR: qHTS Assay for Inhibitors Targeting the Menin-MLL Interaction in MLL Related Leukemias: Competition With Texas Red Labeled MLL-derived Mutant Peptide | AID 1768, 2009 | Potency, µM (titrated, usually from 61.6 µM), for the others: at the top dose FP activity change, negative = inhibition, usual class: inhibitors | Menin + Texas Red MLL mutant peptide, fluorescence polarization | 270,000 tested, 0.23% active | O00255; active = well fitted inhibition curve with a large enough effect in the polarisation, with a control signal flat, not every such curve was filed as active; inconclusive = small, poorly fitted or top-dose-only effect, or effect the other way, or a change in a side signal; inactive = no such curve, though single readings can be large or run the other way; the % refers to the polarisation; note: potency is the fitted concentration of half-maximal effect; % of control where 0% means no effect; many of its hits are not listed in these tables
ELG1 genotoxic: qHTS screen for small molecules that induce genotoxicity in human embryonic kidney (HEK293T) cells expressing luciferase-tagged ELG1 | 330,000 tested, 1.3% active | Potency, µM (doses to about 46 µM), without a hit: at the top dose activity change, positive = activation, most hits filed as activators | HEK293T ELG1-luciferase reporter, luminescence, 16 h | AID 504466, 2011; note: potency is the fitted concentration of half-maximal effect; % of control where 0% means no effect; nearly all actives have a fitted effect of over 60% in size
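16 hr compound incubation (37 °C, 5% CO2) of HEK293T cells carrying luciferase-tagged ELG1; luciferase then measured by ONE-Glo luminescence after 30 min at RT.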
p53 reactivation: qHTS assay for re-activators of p53 using a Luc reporter | H1299 p53-A138V BP100-luciferase reporter, luminescence, 24 h | Potency, µM (highest dose often 92.2 µM), without a hit: at the top dose activity change, positive = activation, hits mostly activators | 320,000 tested, 0.063% active | AID 504706, 2011; note: potency is the fitted concentration of half-maximal effect; % of control where 0% means no effect; nearly all actives have a fitted effect of over 45% in size
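p53-null H1299 cells stably carrying temperature-sensitive p53-A138V and a BP100-luciferase reporter were pinned with compounds (4-point, 1:5 series) and held 24 hrs at 37 deg C. Luminescence was read 10 min after detection reagent.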
Active calls of the source: *; ? = inconclusive; . = no result given; [ ] = remark or other dose. Unless noted, calls come from the whole dose curve; as a rule, active = well fitted curve in the direction sought with a large enough effect; inconclusive = small, poorly fitted or top-dose-only effect, or another doubt; inactive = no such curve, though single readings can be large; an effect the other way counts as inactive or inconclusive. Some of the compounds tested; rates above refer to the full screens.

SMILES	NPC1 prom act	PKM2 act	FLuc counter	VP16 counter	RORgamma inh	Giardia kill	BRCA1 expr up	Rab9 promoter act	Menin MLL FP TR	ELG1 genotoxic	p53 reactivation
O=C(N/N=C/c1cccc(Oc2ccccc2)c1)c1cccc(Br)c1	4%	-1%	?	?	10µM*	-2	-24%	15%	10%	-5%	6%
O=C(NCc1ccccn1)C(=O)NCc1ccccn1	-3%	4%	-1%	-16%	13%	-7	28%	4%	-8%	-9%	4%
Cc1cc(C)c(C(=O)CSc2n[nH]c(=O)n2C2CC2)cc1C	0%	5%	4%	4%	0%	16	-18%	-1%	-13%	-4%	-6%
O=C(NCCc1ccc(C(F)(F)F)cc1)C1CCC(=O)N(C2CC2)C1 (configuration not stated)	4%	-1%	7%	29%	0%	-14	-16%	-2%	-8%	1%	-3%
Cc1cc(Nc2ccccc2)nn1C(=O)c1ccc(Br)cc1	1%	2%	6%	-28%	-1%	-1	13%	-1%	?	0%	0%
Clc1ccc(-c2nnc(-c3ccco3)nc2N2CCCCC2)cc1	2%	-12%	?	14%	20%	-15	-38%	-1%	-11%	-2%	-3%
OC(c1ccc(F)cc1)(C1CCCCC1)C(CN1CCOCC1)c1ccccc1 (configuration not stated)	-2%	-2%	-2%	-9%	12%	9	-31%	-3%	-18%	-6%	.
COc1ccc(CNC(=O)CN2C(=O)COc3ccc(S(=O)(=O)N4CCCC4)cc32)cc1	-2%	.	1%	-13%	-16%	-10	14%	-5%	.	2%	-7%
O=C(O)C1CSC(CCc2ccccc2)N1 (configuration not stated)	-1%	-1%	2%	0%	-2%	-6	-1%	-6%	2%	3%	0%
C/C(=N\NC(=O)c1cc(-c2cccc([N+](=O)[O-])c2)n[nH]1)c1ccc(F)cc1	-5%	0%	6%	-6%	1%	-3	-18%	-3%	.	9%	-3%
CC(C)CSc1ncc(-c2cccc(C(F)(F)F)c2)cn1	-2%	-4%	-19%	-2%	3%	17	-4%	-7%	-30%	2%	4%
COc1ccc(C(=O)N2CCN(c3cccc(Cl)c3)CC2)c(OC)c1	-11%	2%	1%	3%	3%	-11	-56%	-10%	-16%	-12%	-14%
Cc1cccc(/C(N)=N/OC(=O)Cc2cccc3ccccc23)c1	0%	0%	0%	-8%	-20%	5	35%	2%	-7%	-3%	2%
O=C(N/N=C/c1c[nH]c2ccc(Br)cc12)c1ccn(Cc2ccc(Cl)cc2Cl)n1	-2%	-3%	-7%	-5%	3%	4	-69%	-2%	?	-7%	-1%
COc1ccc(Cc2nc(C(=O)NCc3ccccc3OC)cs2)cc1	-5%	2%	-12%	-1%	20%	0	-3%	-3%	-19%	-2%	16%
Cc1ccc(S(=O)(=O)NCC2(c3ccccc3)CCOCC2)cc1	-2%	-9%	1%	2%	21%	-25	2%	-6%	-18%	-1%	-2%
CCCCSC1=C(C#N)C(c2ccccc2C)C(C(=O)OCC)C(=O)N1 (configuration not stated)	-1%	3%	1%	1%	28%	14	-49%	-4%	12%	-4%	-6%
CCOC(=O)CNC(=O)CSc1nnc(-c2ccco2)n1Cc1ccco1	7%	-9%	0%	3%	-11%	5	-11%	-1%	4%	-1%	-5%
Cc1cc(C)c2c(c1)c(C)cc1nnc(SCC(=O)NCc3ccco3)n12	5%	8%	0%	4%	0%	5	-17%	-3%	-6%	2%	8%
Cc1cccn2c(=O)nc(SCC(=O)NC3CCCC3)nc12	-1%	.	0%	.	.	2	8%	1%	.	4%	0%
CC1CC(C)CN(Cc2nc3c(c(=O)n(C)c(=O)n3C)n2CCN2CCOCC2)C1 (configuration not stated)	-3%	-4%	10%	-5%	10%	-13	0%	3%	-12%	0%	-1%
COc1ccc(C(=O)C2CCCN(Cc3ccc4nonc4c3)C2)c(C)c1 (configuration not stated)	-2%	-1%	2%	1%	5%	7	-22%	-9%	.	-10%	-1%
N#CCCN(NC1=NS(=O)(=O)c2ccccc21)C(=O)c1ccccc1Br	-3%	.	0%	-8%	22%	-13	-4%	8%[1.84 µM]	-11%	1%	0%
CCn1c(/C=C/c2c[nH]c3ccccc23)nc2ccccc2c1=O	1.6µM*	1%	5.4µM*	?	20%	-11	?	1.4µM*	?	2.6µM*	13%
O=C1CC(SC(=Nc2ccccc2)Nc2ccccc2)C(=O)N1c1cccc2ccccc12 (configuration not stated)	0%	0%	-2%	-4%	?	?	-5%	-2%	?	-2%	0%
CCC(C)NCC(=O)Nc1ccc(-c2nc3cc(NC(=O)CNC(C)CC)ccc3o2)cc1 (configuration not stated)	0%	0%	-7%	11%	10%	13	44%	-2%	10%	-11%	14%
O=C(O)CCc1ccc(S(=O)(=O)Nc2ccc(OCc3ccccc3)cc2)cc1	2%	2%	-14%	6%	-23%	15	7%	0%	9%	2%	1%
O=C(CSC1CN(C(c2ccccc2)c2ccccc2)C1)N/N=C/c1ccc(Cl)cc1Cl	-1%	0%	2%	-4%	23%	-8	-1%	-1%	.	-3%	7%
COc1ccc(-c2noc(CSc3ccccc3)n2)cc1OC	?	4%	13µM*	-26%	4%	-2	11µM*	4µM*	29%	14%	?
Cc1c(/C=N/NC(=O)CNc2ccccc2)c2ccccn2c1C(=O)c1ccccc1	-3%	3%	?	-2%	?	-16	-45%	4%	30%	-10%	5%
CCN1CCN(C(=O)CNC(=O)c2nn(-c3ccc(OC)cc3)c(=O)c3ccccc23)CC1	0%	-11%	4.8µM*	-26%	-43%	1	39%	6%	-6%	15%	14%
CN(CC1CCCN(CCc2ccc(Cl)cc2)C1)C(=O)c1ccoc1 (configuration not stated)	-2%	-7%	-1%	2%	-6%	-1	-2%	-2%	.	-4%	-6%
CC1CCN(C2=NC(=O)/C(=C/c3ccccc3F)S2)CC1	?	.	3.4µM*	1%	-18%	-8	13%	15%	?	9.2µM*	17%
COc1cccc(C(=O)Nc2ccc3nc(N4CCOCC4)cc(C)c3c2)c1	2%	7%	?	-3%	4%	2	1%	0%	12%	-26%	-10%
CN(CC(=O)NCCN1CCCCCC1)S(=O)(=O)c1cccc2nsnc12	2%	6%	-3%	1%	0%	27	7%	-4%	-3%	6%	-6%
Cc1ccnc(NC(=O)c2ccc(NS(=O)(=O)/C=C/c3ccccc3)cc2)c1	-6%	.	?	.	.	-10	-11%	-2%	.	16%	20%
Cc1oc(/N=C/c2ccc(Cl)cc2)c(C#N)c1C	9%	2%	11µM*	1%	0%	-14	-3%	-12%	4%	-1%	2%
O=C(NCc1cccnc1)C(=O)NCC(c1ccco1)N1CCOCC1 (configuration not stated)	-2%	3%	3%	-4%	-36%	-11	8%	-2%	?	-12%	2%
COCCOC(=O)C1=C(N)Oc2c(oc(CO)cc2=O)C1c1ccccc1F (configuration not stated)	7%	-1%	1%	5%	-27%	0	0%	-12%	-2%	3%	-2%
Cc1ccc(C(=O)N/C(=C\c2ccc(-c3cccc([N+](=O)[O-])c3)o2)C(=O)NCCCN2CCOCC2)cc1	-6%	.	1%	-13%	-21%	8	43%	-5%	-12%	0%[9.26 µM]	2%
O=C(O)c1ccc(C(=O)C(=O)c2ccccc2)cc1	-2%	-5%	?	-6%	11%	55[activator]	-5%	0%	-3%	-1%	0%
COc1ccc(OC)c(C(C)NC(=O)C(C)Cc2ccccc2)c1 (configuration not stated)	-5%	1%	0%	5%	-2%	-6	5%	2%	-13%	-2%	?
COc1cccc(CC(=O)Nc2cc(S(=O)(=O)N3CCCCC3)ccc2C)c1	-1%	.	1%	.	.	-16	-20%	-8%	.	-7%	6%

Entries of single compounds from above. Screens in order: NPC1 prom act	PKM2 act	FLuc counter	VP16 counter	RORgamma inh	Giardia kill	BRCA1 expr up	Rab9 promoter act	Menin MLL FP TR	ELG1 genotoxic	p53 reactivation
`CN(CC(=O)NCCN1CCCCCC1)S(=O)(=O)c1cccc2nsnc12` in the list: 2%	6%	-3%	1%	0%	27	7%	-4%	-3%	6%	-6%
`O=C1CC(SC(=Nc2ccccc2)Nc2ccccc2)C(=O)N1c1cccc2ccccc12` (configuration not stated) in the list: 0%	0%	-2%	-4%	?	?	-5%	-2%	?	-2%	0%
